Cav3 T inh – blocks human Cav3.2 T-type calcium channel. O95180. Cav3.2-expressing cells, Fluo-4 calcium fluorescence FDSS; hits give low values. B-score at 10 µM. 100,000 compounds, 4% hits;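 active = single-dose well whose peak fluorescence ratio is a statistical outlier from its plate by either plate-standardised score or position-corrected B-score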
Starred values were filed as active, the others as inactive.

Start of the data: the first two compounds (preview)
SMILES | Cav3 T inh
COc1ccc(S(=O)(=O)NNC(=O)c2cc3cc4ccccc4nc3s2)cc1 | -1.5
COc1ccccc1N1CCN(C2CCN(C(=O)c3cc(OC)c(OC)c(OC)c3)CC2)CC1 | 1

All compounds of this part, from the first entry:
SMILES | Cav3 T inh
COc1ccc(S(=O)(=O)NNC(=O)c2cc3cc4ccccc4nc3s2)cc1 | -1.5
COc1ccccc1N1CCN(C2CCN(C(=O)c3cc(OC)c(OC)c(OC)c3)CC2)CC1 | 1
CCC(=O)N1CCc2cc(S(=O)(=O)NC(C(=O)NCc3ccc(F)cc3)C(C)C)ccc21 (stereo not given) | 0.35
Cc1ccccc1N(C(=O)Cc1ccsc1)C(C(=O)NC1CCCCC1)c1ccc(F)cc1 (stereo not given) | 0.28
Cc1cccc(NC(=O)c2snc3c(=O)[nH]cnc23)c1 | 0.62
COc1cccc(-n2c(SCC(=O)N3CCOCC3)nnc2-c2c[nH]c3ccccc23)c1 | 1.5
O=C(CSc1nnc(-c2c[nH]c3ccccc23)o1)N1c2ccccc2CCc2ccccc21 | -2
COc1cc(C(=O)Nc2ccc(S(=O)(=O)Nc3onc(C)c3C)cc2)cc(OC)c1OC | -0.023
Cc1cc(C)nc(NC(=O)CSc2nc3cc(Cl)ccc3s2)n1 | 0.55
Cc1cc(NC(=O)CSc2nnnn2Cc2ccccc2)no1 | 0.49
CCCSc1nc(N2CCCC2)c2c(c1C#N)CC(C)(C)OC2 | -0.46
Cc1ccc([N+](=O)[O-])cc1NC(=O)c1ccc(-c2ccccc2)cc1 | -0.66
Cc1cc(C)n(-c2nnc(SCC(=O)NC3CCCC3)c3ccccc23)n1 | 1.7
Cc1ccc(S(=O)(=O)N2CCC(C(=O)N[C@H](C(=O)N3CCN(C)CC3)C(C)C)CC2)cc1 | -0.63
O=C(CSc1nc(SCC(=O)NCc2ccccc2)n(-c2ccccc2)n1)NCc1ccccc1 | -2.5

Exported as tab-separated lines: entries from further up
mol	Cav3 T inh
Cc1ccc(S(=O)(=O)N2CCC(C(=O)N[C@H](C(=O)N3CCN(C)CC3)C(C)C)CC2)cc1	-0.63
O=C(CSc1nnc(-c2c[nH]c3ccccc23)o1)N1c2ccccc2CCc2ccccc21	-2

New compounds follow:
SMILES | Cav3 T inh
COc1ccc(N=C2SC(C(=O)O)CC(=O)N2C)cc1 (stereo not given) | 0.0035
COCC(=O)Nc1ccc(C)c(Cl)c1 | -0.19
CC(=O)Nc1sc(NC(=O)c2ccc(Cl)cc2)nc1-c1cccs1 | 0.16
CCOCC(=O)Nc1cc(C(=O)Nc2ccccc2)ccc1Cl | -0.024
c1nc(NCC2CCCO2)c2[nH]cnc2n1 (stereo not given) | -0.029
CCN(CC)c1ccc(NC(=O)COC(=O)C23CCC(=O)N2c2ccccc2S3)cc1 (stereo not given) | 0.53
CCC(=O)NCCn1c(C)cc2ccccc21 | -0.0044
COC(=O)c1cc(-c2c(C)oc3cc(OC(C)C)ccc3c2=O)c(C)o1 | 0.16
CCOc1ccc(OCCN2C(=O)NC3(CCCc4ccccc43)C2=O)cc1 (stereo not given) | -1.7
CCOCCc1nnc(NC(=O)COC)s1 | 0.61
CCOC(=O)N1CCN(c2c(N3CCN(c4ccccc4OC)CC3)c(=O)c2=O)CC1 | -0.21
O=C(c1ccco1)N1CCN(C(=O)c2cc(-c3ccccc3)nc3ccccc23)CC1 | 0.34
CC(C)CC(C(=O)Nc1ccc2c(c1)OCCO2)N1C(=O)c2ccccc2C1=O (stereo not given) | 0.21
O=C1C2C3C=CC(C3)C2C(=O)N1/N=C/c1cc(Br)cc([N+](=O)[O-])c1O (stereo not given) | -2.5
COc1ccc(NC(=O)c2cc(=O)c3ccccc3o2)cn1 | -0.33

Copied from the entries so far, 4 compounds:
SMILES | Cav3 T inh
O=C(c1ccco1)N1CCN(C(=O)c2cc(-c3ccccc3)nc3ccccc23)CC1 | 0.34
CC(C)CC(C(=O)Nc1ccc2c(c1)OCCO2)N1C(=O)c2ccccc2C1=O (stereo not given) | 0.21
O=C1C2C3C=CC(C3)C2C(=O)N1/N=C/c1cc(Br)cc([N+](=O)[O-])c1O (stereo not given) | -2.5
COc1ccc(NC(=O)c2cc(=O)c3ccccc3o2)cn1 | -0.33

(continued)
SMILES | Cav3 T inh
CCn1c(CSc2nc3ccccc3s2)nnc1SCC(=O)c1ccc(O)c(O)c1 | -1.2
COc1cc(C2C(C#N)=C(N)Oc3c2oc(CO)cc3=O)cc(OC)c1OC (stereo not given) | -0.34
N#Cc1cc([N+](=O)[O-])ccc1Oc1cccc(/C=N/NC(=O)c2ccc(Cl)cc2)c1 | -0.086
CCCc1[nH]nc2c1C(c1cc(OC)ccc1F)C(C#N)=C(N)O2 (stereo not given) | -0.9
Brc1cccc(-c2nnco2)c1 | -0.33
Cc1ccc(NC(=O)c2ccccc2)cc1 | 0.041
Cc1ccc(-c2nc(Nc3cccc(C)c3)sc2CC(=O)O)cc1 | -0.015
Nc1[nH]nc2nc(N3CCOCC3)nc(-c3ccccc3)c12 | 0.85
Cc1nnc(-c2cnn(-c3ccccc3)c2N)n1Cc1ccncc1 | -0.36
CCCC(=O)NNC(=O)CCC(=O)NCc1ccccc1 | 1.3
COc1cccc(C2CC(c3ccc(C)cc3)n3nc(N)nc3N2)c1 (stereo not given) | -0.56
CCc1ccc(-n2nc3ccc(NC(=O)c4ccc5c(c4)OCO5)cc3n2)cc1 | -0.44
CCOC(=O)c1cc2c(ccn2C)n1CC(=O)N1CCN(c2cccc(C(F)(F)F)c2)CC1 | -2.1
CC1=Nc2ncnn2C(c2ccccc2)/C1=N\O (stereo not given) | -0.29
O=C1c2nc3ccccn3c2C(=O)N1Cc1ccccc1 | 0.55
CC(=O)C1=C(C)NC(=O)NC1c1cccc(O)c1 (stereo not given) | -0.64
CCOC(=O)C1C(=O)NC(N2CCN(c3ccccc3)CC2)=NC1c1ccco1 (stereo not given) | 0.05
Cn1c(NCc2ccco2)nc2c1c(=O)n(Cc1ccc(Cl)cc1)c(=O)n2C | -0.022
CCOC(=O)c1ccc(NC(=O)CN2C(=O)CNC2=O)cc1 | 0.53
O=C(C1Cc2ccccc2CN1S(=O)(=O)c1cccs1)N1CCCCCC1 (stereo not given) | -2.2
CC1CCC/C(=C\Nc2ccc3c(c2)OCO3)C1=O (stereo not given) | -1.3
C=CCc1c(C)nc(SC)nc1Nc1ccc(C(=O)O)cc1 | 0.52
CSc1ccc(Cl)c(C(=O)OCC(=O)NC2CC2)c1 | 0.22
COc1cc(C(=O)OC2CCN(C)CC2)cc(OC)c1OC | 0.5
Cc1cc(C)n(-c2ccc(C(=O)Nc3cc(C(F)(F)F)ccc3N3CCOCC3)cc2)n1 | 0.0073
CCC(C(=O)NC1CCCCC1)n1c(SCc2cccc(F)c2)nc2ccncc21 (stereo not given) | -1.2
COc1ccc(N(C(=O)c2ccco2)S(=O)(=O)c2cc(OC)ccc2OC)cc1 | 0.24
CCOC(=O)c1sc(NC(=O)c2cncc(Br)c2)nc1C | 0.48
CCOC(=O)CSc1snnc1C | 2.7
CCOc1c(Br)cc(CNc2ccc3c(c2)OCCO3)cc1OC | -2.6

Rewritten in CSV form: four of the compounds above.
smiles,Cav3 T inh
CC1CCC/C(=C\Nc2ccc3c(c2)OCO3)C1=O (stereo not given),-1.3
C=CCc1c(C)nc(SC)nc1Nc1ccc(C(=O)O)cc1,0.52
CSc1ccc(Cl)c(C(=O)OCC(=O)NC2CC2)c1,0.22
COc1cc(C(=O)OC2CCN(C)CC2)cc(OC)c1OC,0.5

(continued)
SMILES | Cav3 T inh
O=C(c1ccc2c(=O)n(-c3ccccc3)c(=O)[nH]c2c1)N1CCN(c2ccc(F)cc2)CC1 | -0.82
COc1ccc(CCNC(=O)C2CC(c3ccccc3F)=NO2)cc1 (stereo not given) | -0.72
COc1ccc(CCNC(=O)c2c(O)c3c([nH]c2=O)CCCC3)cc1 | 0.84
O=c1oc(-c2ccccc2)nc2c1C1(CCCCC1)Cc1ccccc1-2 | -0.27
CCOC(=O)CSc1nc2ccccc2c(=O)n1NC(=O)c1ccccc1 | 0.73
O=C(c1ccccn1)N(CC1CCCO1)C1(C(=O)NC2CCCCC2)CCCCC1 (stereo not given) | 0.14
COC(=O)c1nc(NC2=NCCCCC2)n[nH]1 | 0.25
CCCCCC(=O)N1CCN(CCN=CC2=C(O)CC(c3ccco3)CC2=O)CC1 (stereo not given) | 1.1
O=C(CN1CCCCC1)Nc1ccccc1-c1ccccc1 | -1.3
O=C(O)CSC1CC(=O)N(c2ccc(Cl)cc2)C1=O (stereo not given) | 0.25
Nc1nc(COc2ccccc2)cs1 | -0.31
COc1cc(CNCCN2CCOCC2)ccc1OCc1ccc(Cl)cc1 | -0.0026
O=C(c1ccccc1F)N1CCC(O)(c2cccnc2)CC1 | 0.29
COC(=O)Nc1ccc(S(=O)(=O)N2CCCCC2C(=O)NCc2ccco2)cc1 (stereo not given) | -0.95
CC(=O)c1coc2c1cc(O)c1ccccc12 | -0.19
Cc1ccc(CNC(=O)c2cc3c(=O)n4ccccc4nc3n(CC3CCCO3)c2=N)cc1 (stereo not given) | -0.86
CC(=O)C1=C(C)N(Cc2ccccc2)C(=O)N[C@H]1c1ccco1 | 0.24
COC(=O)C(C)N(c1ccc(C)cc1)S(=O)(=O)c1c(C)[nH]c(=O)[nH]c1=O (stereo not given) | 0.69
CCC(=O)/C=C1\Sc2ccc(OC)cc2N1CC | -0.26
COc1ccc(C(c2nnnn2C(C)(C)C)N2CCN(c3nc4ccccc4s3)CC2)cc1OC (stereo not given) | -4*
COc1ccc(N(CC(=O)NC2CCCCC2)C(=O)CNC(=O)c2ccco2)cc1OC | -0.58
O=C1N(CCCN2C(=O)C3(OCCO3)c3ccccc32)c2ccccc2C12OCCO2 | 0.052
COc1ccccc1COC(=O)Nc1c(C)nn(C)c1Cl | -0.67
C=CCSc1nnc(-c2c[nH]c3ccccc23)n1CCOC | 0.19
O=C(Nc1ccc(Cl)cc1)[C@@H]1[C@@H]2C(=O)N(c3ccc4ccccc4c3)C(=O)[C@@H]2[C@H]2C=CC=NN21 | -8.6*
CCCOc1cccc(C2/C(=C(/O)c3ccccc3)C(=O)C(=O)N2CCN(C)C)c1 (stereo not given) | 0.085
COc1c(Br)cc2c(C)c(C(=O)N3CCOCC3)oc2c1Br | -1.5
Cc1cnc(C(=O)Nc2ccccc2-c2nnn(CC(=O)NC3CCCC3)n2)cn1 | -0.51
CCC(C)N1C(=O)c2ccccc2C1C(=O)NC1CCCCCC1 (stereo not given) | -0.0099
COc1ccc([C@H]2/C=C\CN(C(=O)C3CCCC3)[C@@H](C)C(=O)N2Cc2ccc(F)cc2)cc1 | -0.78
CN(C)S(=O)(=O)c1ccc2oc(SCC(N)=O)nc2c1 | -0.0015
CC(C)(C)OC(=O)NCCc1nnc(SCc2c(Cl)cccc2Cl)o1 | -3.8
CCCc1cc(=O)[nH]c(=S)[nH]1 | 1.5
COc1ccc(NC(=O)CSc2nnc(-c3ccccc3)n2Cc2ccco2)cc1OC | 0.35
Cc1ccc(C(=O)Nc2ccccc2C(N)=O)o1 | 1.4
CCOC(=O)CSCC(=O)Nc1cc(C)ccc1C | -0.46
C=CCn1sc(=N)c(C#N)c1N | 1.5
Cc1sc2ncnc(Sc3nnnn3-c3ccccc3)c2c1C | -0.048
CCn1nnc(NC(=O)c2cc(Cl)c(OC)c(Cl)c2)n1 | -1.5
CCCCOC(=O)c1c(C)oc2ccc(NS(=O)(=O)c3ccc4c5c(cccc35)C(=O)N4)cc12 | -5.8*
c1ccc2c3c(cc(N4CCOCC4)c2c1)OC1(N2CCOCC2)CCCCC1O3 (stereo not given) | -1.7
O=C(CN1C(=O)CCC1=O)Nc1nc2c(F)cc(F)cc2s1 | 0.052
CCOC(=O)c1ccc(N2C(=O)CC(N3CCOCC3)C2=O)cc1 (stereo not given) | 0.15
COc1ccc(-c2csc(Nc3ncccc3C)n2)cc1OC | -0.091
Cc1ccccc1Cn1ccc(NC(=O)c2cnn3c2NC(c2ccccc2)CC3C(F)(F)F)n1 (stereo not given) | -2.3
C=CCc1c(C)nc(C)nc1N/N=C/c1ccccc1 | 1.1
CCOc1ccc(NC(=O)CC2NCCNC2=O)cc1 (stereo not given) | 0.013
CC(=O)Nc1ccn(Cc2c(F)cccc2Cl)n1 | -0.88
COc1ccc2c(CC(=O)N(C)CC3COc4ccccc4O3)coc2c1 (stereo not given) | -3.5
Cc1c(C(=O)N2CCCC2)sc(NC(=O)c2ccccc2)c1C#N | -0.67
Cc1ccc([N+](=O)[O-])cc1N/C=C1\CCc2ccccc2C1=O | -0.72
C=CCc1cccc(CNc2nc3ccccc3n2CCN2CCOCC2)c1O | 0.16
Cn1c(SCc2cccc(F)c2)nnc1-c1ccccn1 | 0.022
Cc1ccc(NC(=O)c2sccc2-n2cccc2)c(C)c1 | -2.3
O=C(O)c1cc(-c2ccncc2)nc2ccc(S(=O)(=O)N3CCOCC3)cc12 | 0.05
O=C(Cn1c(=O)oc2cc(S(=O)(=O)N3CCCCCC3)ccc21)NC1CCCCC1 | 0.64
O=C(O)CCCC(=O)Nc1ccc(C(=O)N2CCCCC2)c(Cl)c1 | -0.86
Cc1cccc(C(=O)c2ccccc2C(=O)O)c1O | 0.099
Cc1cc(=O)oc2cc(OCC(=O)NCc3ccncc3)ccc12 | 0.32
O=C(NC1CCN(S(=O)(=O)c2ccccc2)CC1)C1CCCCC1 | 2.3

Carrying on:
SMILES | Cav3 T inh
Cc1n[nH]c(C)c1S(=O)(=O)N(CC(=O)NC1CCCC1)c1ccc(C(C)C)cc1 | -1.3
COc1ccc(-n2cnc3cc(NS(=O)(=O)c4ccc(C)cc4)ccc32)cc1 | -3
COC(=O)c1ccccc1NC(=O)CSc1ccc(C)cc1 | -1.9
CCOC(=O)C1=C(CN2CCc3ccccc32)NC(=O)NC1c1ccc(Cl)cc1 (stereo not given) | -5.8*
Cc1nnc(NC(=O)CSc2nnnn2Cc2ccccc2)s1 | 0.26
CN(CCCNC(=O)COc1cc(=O)n(C)c2ccccc12)Cc1ccccc1 | 0.0054
CCOC(=O)N1CCN(C(=O)CSc2nnc(CNC(=O)c3ccccc3F)o2)CC1 | -0.38

Compound activity (PubChem BioAssay)

The list is partial; rates above refer to the full screens.
